Compound activity deposited in PubChem BioAssay by several laboratories.
DNMT1 inh: human DNMT1 methyltransferase inhibitors, primary screen, biochemical, molecular beacon, fluorescence, HinP1I cleavage, uHTS. inhibition (reported as % activation of signal), % at 10 µM. 360,000 compounds, 0.83% hits; in the data active = inhibition above about 50%
CSN inh: inhibitors of CSN-mediated cullin deneddylation, primary screen, biochemical, fluorescence polarization, uHTS. 360,000 compounds, 0.38% hits. inhibition, % at 12.5 µM. Purified CSN, SCF-Nedd8-OG deneddylation;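 active = pattern-corrected inhibition above about 35%, with an unprinted fluorescence ratio check between 0.5 and 1.5, limit read from the data, passing the limit was not always enough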;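 note: 0% = enzyme with substrate and 100% = substrate without enzyme; some results filed as inactive read as strong as hits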
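Material: human Csn5 produced in HEK293T cells; Input: enzyme 0.24 nM; Reagent: SCFSkp2-Nedd8OG substrate at 10 nM final; Dosing: 12.5 µM compound; Incubation: 90 min reaction at room temperature; Detection: fluorescence polarization of the substrate; Evaluation: % inhibition of substrate cleavage by Csn5; Control set: substrate-only high control, full reaction low control.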
STEP inh: STEP phosphatase inhibitors, primary screen, biochemical, fluorescence intensity, uHTS | recombinant STEP, OMFP fluorogenic substrate | inhibition, % at 20 µM | 360,000 compounds, 0.25% hits | AID 588621, 2011;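 active = inhibition at 20 µM, scaled per plate between control wells, above about 37%, limit read from the data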;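 note: 0% = DMSO with enzyme and substrate and 100% = substrate only without enzyme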
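medium = Bis-Tris buffer pH 6.0, 2.5 mM DTT, 0.005% Tween 20 | test system = STEP (striatal-enriched tyrosine phosphatase) enzyme, cell-free | measure = normalized % inhibition | compound dosing = 20 µM, 1% DMSO | also added = 25 µM OMFP | schedule = reaction 20 min, ambient temperature | measured by = fluorescence read at 480 nm ex / 540 nm em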
SUMO1-SIM PPI: modulators of SUMO1 protein-protein interactions, primary screen, biochemical, uHTS | Small ubiquitin-related modifier 1 (Homo sapiens), P63165 | SUMO1 binding to a labelled peptide, TR-FRET, 1 h | inhibition, % at 20 µM | 360,000 compounds, 0.33% hits | AID 602429, 2012; in the data active = inhibition above about 37%
Rin1-Abl PPI inh: inhibitors of Rin1-Abl protein binding, primary screen, biochemical, TR-FRET; 360,000 compounds, 0.4% hits; Tyrosine-protein kinase ABL1 (Homo sapiens) + Ras and Rab interactor 1 (Homo sapiens), …; inhibition, % at 7.35 µM; in the data active = inhibition above about 5%, passing the limit was not always enough
Neddyl block: inhibitors of cullin neddylation, primary screen, biochemical, TR-FRET, uHTS, NAE and Ubc12; calls only at 25 µM; 360,000 compounds, 0.58% hits; in the data active = inhibition above about 36%
Target sequence (P61081 whole entry, looked up): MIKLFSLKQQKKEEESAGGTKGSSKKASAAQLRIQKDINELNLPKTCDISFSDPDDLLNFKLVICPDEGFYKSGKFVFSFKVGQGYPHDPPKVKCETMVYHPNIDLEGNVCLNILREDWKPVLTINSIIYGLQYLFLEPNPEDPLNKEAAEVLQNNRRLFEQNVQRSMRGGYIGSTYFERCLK
Target sequence (Q13564 whole entry, looked up): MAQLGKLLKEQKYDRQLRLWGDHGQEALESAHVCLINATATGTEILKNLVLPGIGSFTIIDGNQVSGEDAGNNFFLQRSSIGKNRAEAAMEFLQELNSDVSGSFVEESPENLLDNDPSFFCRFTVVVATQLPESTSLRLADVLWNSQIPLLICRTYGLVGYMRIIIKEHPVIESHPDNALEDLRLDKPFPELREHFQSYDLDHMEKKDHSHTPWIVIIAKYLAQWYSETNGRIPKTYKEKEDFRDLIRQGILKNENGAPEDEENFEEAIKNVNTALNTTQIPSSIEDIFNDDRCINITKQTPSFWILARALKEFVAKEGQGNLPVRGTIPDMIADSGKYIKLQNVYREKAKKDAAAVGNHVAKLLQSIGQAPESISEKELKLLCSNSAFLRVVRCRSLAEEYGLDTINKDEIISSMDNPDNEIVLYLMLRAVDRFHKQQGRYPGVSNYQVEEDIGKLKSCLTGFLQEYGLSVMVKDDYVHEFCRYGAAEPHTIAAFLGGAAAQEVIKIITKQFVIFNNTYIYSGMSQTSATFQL
Rpn11 inh: Rpn11 (PSMD14) deubiquitinase inhibitors, primary screen, biochemical, fluorescence polarization, uHTS | human 26S proteasome, Ub4-pepOG fluorescence polarization; 20S core pre-blocked with epoxomicin | calls only at 20 µM | 360,000 compounds, 0.59% hits | AID 588493, 2011;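 active = inhibition at 20 µM, scaled to each plate's controls, above about 33%, limit read from the data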
Target sequence (O00487 whole entry, looked up): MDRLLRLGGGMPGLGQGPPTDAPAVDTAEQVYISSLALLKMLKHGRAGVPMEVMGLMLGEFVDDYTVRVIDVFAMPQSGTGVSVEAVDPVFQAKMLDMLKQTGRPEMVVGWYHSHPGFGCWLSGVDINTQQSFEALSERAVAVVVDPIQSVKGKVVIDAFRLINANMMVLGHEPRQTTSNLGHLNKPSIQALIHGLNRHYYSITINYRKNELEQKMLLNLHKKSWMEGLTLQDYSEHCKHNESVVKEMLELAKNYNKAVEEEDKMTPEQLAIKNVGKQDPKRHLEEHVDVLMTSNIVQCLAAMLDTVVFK
Scp1 inh: Scp-1 phosphatase inhibitors, primary screen, biochemical, colorimetric, uHTS; Carboxy-terminal domain RNA polymerase II polypeptide A small phosphatase 1 (Homo …; Recombinant Scp1, phosphopeptide, malachite green phosphate absorbance; inhibition, % at 20 µM; 340,000 compounds, 0.88% hits; AID 493091, 2011;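 active = inhibition above about 50% at 20 µM, limit read from the data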;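 note: plate controls were DMSO wells with enzyme for no effect and wells lacking enzyme for full effect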
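Material – SCP-1 phosphatase catalytic domain, residues 76-261 · Buffer or medium – Acidic Tris acetate buffer with magnesium and detergent · Also added – Phospho 17-mer peptide substrate · Compound – single 20 µM dose, 1% DMSO · Times – 45 min room-temperature reaction, 5 min colour, 30 min stabiliser · Technique – Phosphate-binding colour reagent, absorbance read at 630 nm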
LMPTP block: LMPTP phosphatase inhibitors, primary screen, biochemical, fluorescence intensity, uHTS. Low molecular weight phosphotyrosine protein phosphatase (Homo sapiens), P24666. recombinant LMPTP-A, OMFP fluorogenic substrate. inhibition, % at 20 µM. 360,000 compounds, 0.22% hits. AID 651560, 2012;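 active = compounds that cut the enzyme signal by at least half of the control window in the single-dose screen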;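 note: plate controls were DMSO wells with enzyme plus substrate for no effect and substrate without enzyme for full effect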
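Test system – LMPTP-A enzyme · Amount – LMPTP-A at 0.625 nM final in the reaction · Buffer or medium – Bis-Tris pH 6.0, DTT, detergent · Reagent – OMFP 400 µM · Doses – single 20 µM dose · Schedule – reaction 50 min, room temperature, dark · Detection – fluorescence intensity of OMFP turnover product · Evaluation – percent inhibition versus substrate-only and uninhibited controls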
NadD inh: inhibitors of S. aureus NadD, primary screen, biochemical, colorimetric, uHTS; Nicotinate-nucleotide adenylyltransferase NadD (Staphylococcus aureus N315); purified NadD enzyme, colorimetric absorbance read-out; inhibition, % at 20 µM; 360,000 compounds, 0.78% hits; in the data active = inhibition above about 26%; note: some compounds past the cut are filed as inactive
An asterisk follows results filed as active; i = inactive; . = no result given; + = active, no number.

compound,DNMT1 inh,CSN inh,STEP inh,SUMO1-SIM PPI,Rin1-Abl PPI inh,Neddyl block,Rpn11 inh,Scp1 inh,LMPTP block,NadD inh
Cc1cc(C(=O)OCC(=O)N2CC(C)OC(C)C2)ccc1[N+](=O)[O-] (configuration not stated),2.4,3.9,-1.9,-21.0,-1.8,i,i,-16.6,-0.6,-7.9
Cc1cc(C)nc(NC(=O)c2ccccc2O)n1,0.4,2.6,1.6,-2.8,0.8,i,i,-10.4,1.5,-4.9
Clc1ccc(-c2nnnn2-c2ccc(Cl)cc2)cc1,3.2,-1.3,0.5,3.7,-4.0,i,i,-14.9,0.1,-0.5
c1ccc2c(Cn3nnc4ccccc43)cccc2c1,5.4,-2.8,3.2,-2.0,-1.3,i,i,-8.4,-0.6,-8.7
Cc1cccc(N2CCN(S(=O)(=O)c3ccc4c(c3)C(C)(C)C(=O)N4C)CC2)c1C,75.6*,6.8,6.0,0.5,2.6,i,i,85.2*,6.4,9.5
Cc1cccc(C)c1NC(=O)C1CCCN1S(=O)(=O)c1ccc2c(c1)n(C)c(=O)c(=O)n2C (configuration not stated),1.1,1.0,1.4,-2.1,0.3,i,i,-4.2,-3.1,-3.7
Cc1cc(C)n(C(C)CNC(=O)c2ccc3c(c2)OCO3)n1 (configuration not stated),1.3,1.6,1.0,3.8,0.4,i,i,-1.2,-0.7,-3.1
CC1Cc2ccccc2N1C(=O)CSc1nc2c(c(=O)n(C)c(=O)n2C)n1Cc1ccccc1 (configuration not stated),-7.0,3.5,3.0,-2.4,0.4,i,i,-9.5,3.3,-4.3
O=S(=O)(c1cc(Cl)cc(Cl)c1O)N1CCC2(CC1)OCCO2,0.0,-0.5,-0.8,5.1,-0.6,i,i,22.4,-1.0,-1.9
Cc1nc(SCC(=O)Nc2cccnc2Cl)nc(C)c1C,0.4,9.3,-2.7,0.1,0.7,i,i,-2.5,-1.5,-8.5
CCOc1cc(/C=N/NC(=O)c2nnn(-c3nonc3N)c2C)ccc1OCc1ccc(C)cc1,45.1,40.8*,2.4,-0.4,0.0,.,i,.,2.0,14.9
Cc1ccc(-c2cn3cccnc3n2)cc1NC(=O)c1c(-c2ccccc2Cl)noc1C,-6.8,-1.3,-4.3,-10.6,-3.0,.,i,5.5,-0.6,9.8
CC(C)c1ccc(NC(=O)CCS(=O)(=O)c2cccc3nonc23)cc1,0.0,3.5,-0.4,-24.2,-1.6,i,i,-8.5,1.2,-4.3
Cc1ccccc1S(=O)(=O)Cc1ccc(C(=O)NCCN(Cc2ccccc2)C(C)C)o1,-2.0,-3.4,1.2,1.9,0.8,i,i,-3.5,-0.8,-4.5
NC(=S)N/N=C/c1ccc(C(F)(F)F)cc1,5.2,2.9,1.0,-4.2,0.0,i,i,4.4,1.5,-0.5
Cc1ccc(CS(=O)(=O)CCC(=O)O)cc1,16.0,-1.9,1.1,0.9,2.9,i,i,4.7,-0.4,3.2
CN(C)CC[n+]1ccc(C(=O)c2ccccc2)cc1,-0.8,6.8,-0.5,-37.3,-0.7,i,i,-6.0,-7.4,-2.9
CCOC(=O)C1CCN(CC(O)COc2ccc(C(C)(C)C)cc2)CC1 (configuration not stated),-2.2,-2.3,7.0,-1.9,2.4,i,i,2.6,-2.8,-1.1
COc1ccc(NCc2cc(=O)[nH]c3ccccc23)cc1,-3.0,3.8,2.0,-5.2,-1.4,i,i,-5.9,3.7,-1.8
CC(C)C(=O)N1CCN(c2cc(N3CCN(C)CC3)c(F)cc2[N+](=O)[O-])CC1,1.5,-1.6,1.9,-27.2,-1.4,i,i,-2.6,-0.1,-6.2
Cn1c(SCC(=O)N2CCCC2)nnc1-c1ccc(S(=O)(=O)N2CCCC2)cc1,1.9,-0.6,-1.6,-0.6,3.3,i,i,-2.7,-0.4,-0.5
CCCCOC(=O)C1C2C=C[C@]3(CN(CCCOC)C(=O)[C@H]13)O2 (some centres not stated),1.0,-4.7,-2.8,0.7,1.2,i,i,-3.0,-0.9,-2.3
O=S(=O)(c1ccc(Oc2ccc(Br)cc2)cc1)N1CCOCC1,-1.5,0.0,-3.8,-0.9,-0.8,i,i,-7.3,0.8,3.1
CCCCNC(=O)C1(C)CCCCN1C(=O)c1ccc(OC)c(C(F)(F)F)c1 (configuration not stated),5.1,-2.8,-2.2,-2.0,1.0,i,i,.,0.0,2.1
Cc1ccc(C(=O)NCC(=O)N/N=C/c2cccs2)cc1[N+](=O)[O-],-4.3,5.7,-0.5,-17.9,-0.7,i,i,-0.7,0.8,2.3
CC(=O)Nc1ccc(C(=O)OCC(=O)NCCC2=CCCCC2)cc1,-0.2,-0.1,1.9,-0.2,0.2,i,i,-1.2,-0.2,3.5
Cc1ccc(NCc2ccccc2O)cc1,-1.6,1.9,-4.1,1.7,-0.1,i,i,-10.7,-0.6,-1.1
NS(=O)(=O)c1ccc(NC(=O)COC(=O)C2(c3ccc(F)cc3)CCCC2)cc1,2.4,-19.0,-6.6,1.9,0.2,i,i,-3.9,0.5,-15.9
O=c1[nH]c2ccc(N=Cc3c(O)ccc4cc(Br)ccc34)cc2[nH]1,28.8,42.4*,-3.6,-29.4,-6.4,i,i,0.2,17.6,-3.9
CCOc1ccc(NC(=O)Nc2cccs2)cc1,-4.2,7.5,3.9,2.2,1.8,i,i,-0.7,-1.3,-5.4
O=C(Nc1cccc(-c2ccccc2)c1)N1CCN(C(=O)Nc2cccc(-c3ccccc3)c2)CC1,2.0,0.7,1.3,-3.6,1.2,i,i,7.7,-3.5,-2.0
COC(=O)C[C@H]1CC[C@H](NC(=O)Nc2ccccc2OC)[C@@H](CO)O1,.,-0.2,.,-2.0,.,i,.,.,-1.9,.
COc1ccc(C(=O)NCCc2cnc[nH]2)cc1OC,-1.2,-1.3,0.8,-1.3,-1.4,i,i,12.3,-0.9,-4.5
COc1ccc(S(=O)(=O)N2CCOC2CNC(=O)C(=O)NCCN2CCOCC2)cc1C (configuration not stated),0.7,0.3,0.9,1.1,0.9,i,i,-14.9,-2.6,-2.7
O=C(Nc1cccc(S(=O)(=O)C(F)(F)F)c1)[C@@H]1O[C@H](CO)[C@@H](O)[C@H]1O,3.4,1.1,-2.6,0.9,-1.6,i,i,.,-1.2,-1.0
CC1CCCC(C)N1CC(O)Cn1c2ccccc2c2ccccc21 (configuration not stated),0.6,2.6,0.4,21.6,-2.3,i,i,-5.7,-1.2,-5.6
O=C(NNC(=O)c1csc(-c2cnccc2C(F)(F)F)n1)c1ccc(C(F)(F)F)cc1,0.9,5.5,0.3,-2.6,2.4,+,i,-3.3,-1.8,-3.0
O=C(Cc1ccc2c(c1)OCCO2)N1CCN(S(=O)(=O)c2cccs2)CC1,0.0,-11.5,1.6,0.1,-3.5,i,i,-6.1,-0.8,-8.9
N#C/C(=C(/O)CCl)c1nc2ccccc2[nH]1,-2.1,6.3,-0.9,12.4,-7.1,i,i,-6.2,2.7,4.8
Cc1ccc(S(=O)(=O)NC(C)c2ccccc2)cc1[N+](=O)[O-] (configuration not stated),1.4,3.6,0.4,-8.2,1.5,i,i,-2.0,-0.8,-3.1
CCN(CC)CCCN1C(=O)C(O)=C(C(=O)c2ccco2)C1c1ccc(OC(C)C)cc1 (configuration not stated),1.0,-1.7,0.4,-5.5,0.2,i,i,-4.9,3.3,-8.3
NC(=O)CSc1nnc(NC(=O)c2ccc(S(=O)(=O)N3CCCCC3)cc2)s1,3.0,-2.0,0.0,7.7,0.8,i,i,-0.4,0.8,1.2
COc1cccc(CNc2nc3ccc(NC(C)=O)cc3s2)c1,-6.6,1.9,1.5,3.3,2.5,i,i,3.0,-0.2,-3.0
O=C(O)c1cnc(-c2ccccc2)nc1C(F)(F)F,-1.2,-0.5,-0.8,-1.0,5.3,i,i,1.4,1.5,0.2
Oc1ccc(-c2nccc(-c3ccc(Br)cc3)n2)cc1,-2.8,-2.1,-0.8,4.8,-4.2,i,i,-1.1,3.6,-5.0
Cc1nc2ccccc2c(=O)n1NC(=O)c1cncc(Br)c1,-0.2,-2.7,-3.3,-1.5,4.4,i,i,-0.3,0.0,-1.6
O=C(CN1C(=O)CCC1=O)Nc1ccc(Cc2ccc(NC(=O)CN3C(=O)CCC3=O)cc2)cc1,-2.1,-0.9,-2.5,3.9,5.1,i,i,-3.0,-0.2,8.1
CCOC(=O)N1CCN(C(=O)CCSc2ccc(C)cc2)CC1,-0.1,-1.2,-10.5,-0.6,1.7,i,i,-7.0,0.2,3.5
O=C(COC(=O)c1ccccc1Br)Nc1ccccc1F,5.2,-2.2,0.2,2.0,3.8,i,i,2.2,0.1,-7.1
Cc1ccc(C(=O)NCc2ccccn2)o1,-1.8,-9.9,-1.4,-3.1,-2.2,i,i,-11.2,0.6,-5.1
CCCc1cc(=O)oc2cc(OCC(=O)NCCCN3CCOCC3)ccc12,4.9,-4.9,-2.2,5.8,6.6,i,i,-3.5,-1.0,0.0
CC(C)Oc1ccc(/C=C/C(=O)NCC2COc3ccccc3O2)cc1 (configuration not stated),3.1,0.8,1.5,-12.9,-0.6,i,i,-20.5,2.9,-7.9
COc1ccc(CCN(C)C(=O)CCCN2C(=O)c3cccc4cccc(c34)C2=O)cc1OC,1.4,2.2,4.0,-37.1,-5.9,i,i,-6.0,0.3,6.1
CC1Sc2ccc(S(=O)(=O)CCC(=O)NCc3ccccc3)cc2NC1=O (configuration not stated),17.9,0.6,-1.4,16.8,8.2,i,i,20.7,-2.1,-3.6
CCOc1ccc(-n2c(C)cc(/C=N/N(C)C)c2C)cc1,-7.1,3.7,1.3,-4.9,0.8,i,i,-3.0,1.7,1.9
